Assay outcomes from PubChem.
CHOP UPR activ – apoptotic UPR (CHOP) activation. CHO-CHOP luciferase reporter, luminescence; percent of tunicamycin response over DMSO baseline. activation, % at 10 µM. 0.34% of 330,000 active;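 active = at 10 µM dose, activation of 40% or more, normalized to positive control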;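 note: 100% = tunicamycin at 10 µg/mL and 0% = DMSO alone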
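Assay system: CHO cells with stable CHOP pathway luciferase reporter; Buffer or medium: F12 plus 10% serum; Times: 16-18 h cell attachment, then 6 h compound exposure, 37 °C; Signal: luciferase luminescence; Read-out basis: percent activation relative to tunicamycin control; Control set: tunicamycin high control, DMSO low control.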
Jurkat NFkB inh – lowers PMA/ionomycin-induced NF-kB signal in Jurkat cells; 0.53% of 330,000 active; AID 435003; PMA/ionomycin-induced NF-kB luciferase reporter, luminescence; inhibition, % at 4 µM; in the data active = inhibition above about 50%
XBP1 UPR activ – adaptive UPR (XBP1) activation; AID 463104; activation, % at 20 µM; CHO-XBP1 luciferase reporter, IRE1-XBP1 UPR activation, luminescence; percent of tunicamycin response, DMSO as zero; 0.33% of 330,000 active;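 active = versus positive control, 20 µM dose yields 30% or more activation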;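 note: 100% = tunicamycin at 10 µg/mL and 0% = DMSO only wells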
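Assay system: IRE1-XBP1 luciferase reporter CHO line. Input: 1000 cells/well. Buffer or medium: F12 with 10% serum. Doses: 20 µM, 1% DMSO. Times: overnight seeding at 37 °C, 6 h compound treatment at 37 °C. Technique: Steady-Glo luciferase glow luminescence, 10 min after reagent addition.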
697 NFkB inh – lowers PMA/ionomycin-induced NF-kB signal in 697 B cells; AID 435022; 0.33% of 330,000 active; 697 B-cell NF-kB luciferase reporter, 16 h; inhibition, % at 4 µM; in the data active = inhibition above about 35%
tim23-1 inh – tim23-1 yeast growth inhibition; S. cerevisiae tim23-1 growth, BacTiter-Glo luminescence, 24 h; inhibition, % at 20 µM; 1.3% of 330,000 active;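 active = growth inhibition of the mutant yeast at or above 50%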;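 note: temperature-sensitive mutant grown at 25 °C; plate controls were DMSO-treated mutant yeast for no effect and medium wells lacking yeast for full effect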
Mdm2 MdmX PPI – inhibitors of human Mdm2/MdmX interaction; inhibition, % at 8 µM; SaOS-2 split-luciferase Mdm2/MdmX complementation, luminescence; O15151+Q00987; AID 485346; 3% of 330,000 active;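 active = inhibition of at least 50% at 8 µM in the primary screen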
Target sequence (O15151 whole entry, looked up): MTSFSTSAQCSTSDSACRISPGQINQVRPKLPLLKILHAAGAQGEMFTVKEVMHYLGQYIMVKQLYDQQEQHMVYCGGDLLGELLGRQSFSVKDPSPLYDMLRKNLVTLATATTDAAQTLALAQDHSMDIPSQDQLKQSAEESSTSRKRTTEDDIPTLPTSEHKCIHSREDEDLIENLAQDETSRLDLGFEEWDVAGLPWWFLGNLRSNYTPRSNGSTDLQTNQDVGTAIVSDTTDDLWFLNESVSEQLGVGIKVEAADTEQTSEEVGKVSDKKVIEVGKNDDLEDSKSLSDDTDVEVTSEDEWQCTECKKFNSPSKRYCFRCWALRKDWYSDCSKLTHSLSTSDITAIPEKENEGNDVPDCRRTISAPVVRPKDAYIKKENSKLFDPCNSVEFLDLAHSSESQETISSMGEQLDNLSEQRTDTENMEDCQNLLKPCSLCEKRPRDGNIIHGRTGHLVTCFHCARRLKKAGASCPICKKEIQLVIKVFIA
Target sequence (Q00987 whole entry, looked up): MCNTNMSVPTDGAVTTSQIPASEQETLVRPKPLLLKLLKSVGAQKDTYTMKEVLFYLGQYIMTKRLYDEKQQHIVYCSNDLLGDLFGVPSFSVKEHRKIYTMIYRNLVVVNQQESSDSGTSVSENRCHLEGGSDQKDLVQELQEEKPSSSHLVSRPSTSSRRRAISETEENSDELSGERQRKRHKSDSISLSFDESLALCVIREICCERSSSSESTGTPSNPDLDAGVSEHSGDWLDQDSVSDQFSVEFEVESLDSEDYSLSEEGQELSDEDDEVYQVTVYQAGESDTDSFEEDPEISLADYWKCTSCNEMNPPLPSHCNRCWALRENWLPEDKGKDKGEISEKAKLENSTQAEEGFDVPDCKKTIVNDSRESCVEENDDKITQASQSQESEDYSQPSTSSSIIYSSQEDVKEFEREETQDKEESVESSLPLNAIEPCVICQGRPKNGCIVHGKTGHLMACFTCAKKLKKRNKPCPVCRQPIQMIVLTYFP
tim10-1 inh – inhibits growth of tim10-1 mutant yeast | S. cerevisiae tim10-1 ts strain growth, BacTiter-Glo, 24 h | inhibition, % at 20 µM | 2.2% of 330,000 active | AID 463190;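 active = inhibition of at least 40%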;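 note: mutant grown at 25 °C; 0% = DMSO wells with yeast and 100% = wells holding no yeast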
TIM10 inh – growth inhibitors of TIM10 yeast strain; S. cerevisiae TIM10 strain growth, BacTiter-Glo luminescence, 24 h; inhibition, % at 10 µM; 1.4% of 330,000 active; AID 463195;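 active = inhibition of 40% or more at the single tested concentration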;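 note: wild-type TIM10 isogenic control strain grown at permissive 25 °C; 0% = DMSO yeast wells and 100% = minimal medium wells without yeast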
Numbers without * were called inactive.

SMILES	CHOP UPR activ	Jurkat NFkB inh	XBP1 UPR activ	697 NFkB inh	tim23-1 inh	Mdm2 MdmX PPI	tim10-1 inh	TIM10 inh
C#Cc1ccc([C@@H]2C=C(C(=O)NCc3ccccc3)O[C@H](OCC)[C@H]2CCCO)cc1	-0.8	9	-3	-8	33	33	25	15
CS(=O)(=O)c1nc(S(=O)(=O)c2ccc(Cl)cc2)c(N2CCC3(CC2)OCCO3)s1	-0.3	20	-3	-5	38	44	27	26
Cc1c(NC(=O)C(C)OC(=O)[C@@H](NC(=O)c2ccccc2)C(C)C)c(=O)n(-c2ccccc2)n1C (stereo partly drawn)	-0.9	-1	-5	7	-1	-42	6	-4
O=C(CN(Cc1ccccc1)C(=O)c1ccco1)NCc1ccc(F)cc1	-1.2	12	-3	5	1	26	24	12
CC(/C=C/C=C/c1ccccc1)=N/NC(=O)c1ccc2c(c1)OCCO2	3.1	-10	0	-14	6	32	1	7
O=C(NCc1cccnc1)C(=O)Nc1cc2c3c(c1)CC(=O)N3CCC2	0.7	11	-2	1	1	14	9	12
O=C(Nc1cc([N+](=O)[O-])ccc1Cl)c1ccc2c(c1)OCO2	2.3	-1	0	5	-1	74*	11	10
COCCCN(C(C)=O)c1nc(-c2ccc(OC)cc2)cs1	-0.1	36	0	-44	37	24	33	18
CCCn1c(N)c(C(=O)CSc2nc3ccccc3c(=O)n2Cc2ccccc2)c(=O)[nH]c1=O	-0.6	4	21	-13	5	14	38	-8
COC(=O)c1ccc(NC(=O)CSc2nnnn2C2CCCCC2)cc1	-2.8	-11	-2	-1	20	-6	18	-10
O=S(=O)(c1ccc(-c2nnco2)cc1)N1CCCCC1	1.4	10	22	-5	0	4	-4	11
O=[N+]([O-])c1ccc(SCc2ccncc2)nc1	1.0	16	0	10	6	10	11	1
COc1ccc2cc(/C(C)=N/NC(=O)c3cc(-c4cccnc4)nc4ccccc34)ccc2c1	-1.2	14	-3	0	-14	4	0	0
O=C(CCCN1C(=O)c2cccc3cccc(c23)C1=O)N1CCN(Cc2ccc3c(c2)OCO3)CC1	-0.7	-5	1	-8	12	26	18	28
COc1ccc(C(=O)N2CCSCC2)cc1OC1CCN(C(C)=O)CC1	4.6	-11	0	-5	-7	6	0	-4
CCOc1cc(/C=C/C(=O)OCC(=O)NCc2ccco2)cc(Cl)c1OC	-1.2	8	-3	12	31	-8	20	-13
CCn1c(CCn2c3ccccc3c3ccccc32)n[nH]c1=S	0.9	-5	-1	2	6	8	26	19
CC1(C)S[C@@H]2[C@H](N=CN3CCCCCC3)C(=O)N2[C@H]1C(=O)O	0.8	-11	-5	1	-4	12	23	8
CCOC(=O)c1cc2ccc(OC(=O)c3ccco3)cc2oc1=O	-0.1	13	4	5	22	-37	27	30
O=S(=O)(c1ccc(F)cc1)c1nc(-c2ccco2)oc1Nc1ccccc1	-0.2	-25	-1	-12	22	-16	31	22
Cc1ccc(NC(=O)COC(=O)C2COc3ccccc3O2)cc1 (stereo not drawn)	0.3	-4	-1	7	15	-3	14	3
CC1(C)N=C(c2ccccn2)C(C)(C)N1O	-2.2	4	3	10	-7	16	-12	-1
O=C(O)c1ccc(-n2c(O)c(C=C3N=c4ccccc4=N3)sc2=S)cc1	-1.3	8	1	0	28	18	9	13
CCOC(=O)N1CCN(S(=O)(=O)c2ccc(F)c(C(=O)Nc3cccc(Cl)c3C)c2)CC1	1.1	18	0	-7	16	-13	32	25
CCOC(=O)c1c(C)[nH]c(C)c1C(=O)COC(=O)c1ccc(Cl)c(S(=O)(=O)NCc2ccccc2)c1	0.1	-21	7	-41	10	33	17	1

Entries above that have fluorine:
SMILES	CHOP UPR activ	Jurkat NFkB inh	XBP1 UPR activ	697 NFkB inh	tim23-1 inh	Mdm2 MdmX PPI	tim10-1 inh	TIM10 inh
O=C(CN(Cc1ccccc1)C(=O)c1ccco1)NCc1ccc(F)cc1	-1.2	12	-3	5	1	26	24	12
O=S(=O)(c1ccc(F)cc1)c1nc(-c2ccco2)oc1Nc1ccccc1	-0.2	-25	-1	-12	22	-16	31	22
CCOC(=O)N1CCN(S(=O)(=O)c2ccc(F)c(C(=O)Nc3cccc(Cl)c3C)c2)CC1	1.1	18	0	-7	16	-13	32	25

Following part.
SMILES	CHOP UPR activ	Jurkat NFkB inh	XBP1 UPR activ	697 NFkB inh	tim23-1 inh	Mdm2 MdmX PPI	tim10-1 inh	TIM10 inh
CCOC(=O)C1=C(N)OC2=C(C(=O)CC(C)(C)C2)C1c1ccco1 (stereo not drawn)	-1.4	2	-1	-39	1	9	7	-7
O=C(NCc1ccc(F)cc1)c1ccc(CS(=O)Cc2ccccc2Cl)o1 (stereo not drawn)	-2.1	8	-2	-1	2	25	-7	-2
COC(=O)c1c(C)oc2ccc(OC(=O)N3CCOCC3)cc12	0.8	-11	-1	-5	11	-10	5	-1
CCCN1C2CCCC1CC(NC(=O)c1cc(OC)cc(OC)c1)C2 (stereo not drawn)	1.2	0	-5	16	-14	-5	-9	0
CCCC(=O)N(Cc1cc(=O)[nH]c2ccccc12)c1ccc(C)cc1C	-0.3	-7	-3	-20	17	7	23	-12
CCn1cc(C(=O)NCC(=O)NC(C)(C)CO)c(=O)c2cc3c(cc21)OCO3	1.0	-15	4	10	18	11	16	-4
CCN(CC)S(=O)(=O)c1ccc(/C=C/C(=O)Nc2ccc(N3CCOCC3)cc2)cc1	-1.4	12	-2	3	32	16	12	7
Cc1ccccc1Cn1ccc(NC(=O)c2cnn3cccnc23)n1	2.1	-19	-2	-43	28	0	-10	9
CCN(CC)S(=O)(=O)c1cc(C(=O)OCC(=O)NC(=O)c2cccn2C)ccc1C	1.2	-9	0	-22	15	-8	15	19
CCc1sc(C(=O)N2CCN(CC(=O)Nc3cccc(F)c3)CC2)cc1C	7.0	-12	0	-3	49	-32	35	60*
CN(C)CC/C=C1\c2cc(F)ccc2CSc2ccccc21	0.1	7	1	0	6	29	28	10
O=C(Cn1cc(/C=N/NC(=O)c2cccc3ccccc23)c2ccccc21)Nc1ccc(F)cc1	0.8	15	-3	-5	22	28	-1	0
CCC(CC)C(=O)Nc1cccc(-c2nc3ccccc3o2)c1	-0.2	-21	3	-10	16	11	17	-5
N/C(=N\OC(=O)c1ccc(Br)o1)c1ccccn1	0.7	-107	-3	-158	17	-124	29	26
C#CCOCCOCCOCCNc1nc(N2CCOCC2)nc(N2CCN(C(=O)[C@H](Cc3cc4ccccc4[nH]3)n3cc([C@@H](N)Cc4ccc(O)cc4)nn3)CC2)n1	-0.6	16	2	15	7	24	5	-8
CC(C)(C)c1ccc(OCCCNC2CCCC2)cc1	-2.3	20	-2	-37	-82	23	-41	-14
O=C(COC(=O)c1ccccc1C(=O)c1ccc(Cl)c([N+](=O)[O-])c1)NC1CCCCCC1	85*	20	-4	14	14	96*	28	29
CCCOc1ccc2oc(=O)c3c(c2c1)CCCN3C(=O)CN1CCCC(C(=O)OCC)C1 (stereo not drawn)	-1.2	-5	-4	-3	37	25	30	19
c1ccc2sc(SCc3ccc(-c4nnco4)cc3)nc2c1	2.1	-97	-4	-141	25	-188	7	15
CC(C)CN(C(=O)c1ccc(-n2cncn2)c([N+](=O)[O-])c1)C1CCS(=O)(=O)C1 (stereo not drawn)	-1.6	-10	2	9	-21	26	4	2
CCOC(=O)c1c(NC(=O)CN2CCCc3ccccc32)sc(C(C)=O)c1C	1.6	7	-1	3	-23	9	-11	-9
O=C(NNC(=O)C1CC1)c1cc(Cl)nc2ccccc12	3.2	-9	0	9	-8	4	-26	1
Cc1ccc(NC(=S)NNC(=O)c2ccccc2O)c(C)c1	-0.3	1	-1	-17	3	15	9	12
COc1ccc(C(=O)NC(C(=O)NCc2ccccn2)C(C)C)cc1 (stereo not drawn)	-1.1	5	0	10	2	5	2	-23
O=C(Cc1ccccc1)NN1C(=O)C2C(C1=O)C1C=CC2C12CC2 (stereo not drawn)	-0.1	8	2	13	5	-2	-1	6

(cont.)
SMILES	CHOP UPR activ	Jurkat NFkB inh	XBP1 UPR activ	697 NFkB inh	tim23-1 inh	Mdm2 MdmX PPI	tim10-1 inh	TIM10 inh
O=C(Cc1ccccc1)Nc1c(C(=O)N2CCOCC2)cnn1-c1ccccc1	-0.5	-6	0	-9	11	-4	0	11
Nc1nc(SCC(=O)Nc2ccccc2)[nH]c(=O)c1NC(=O)c1cccs1	-0.7	-2	0	-6	-3	-8	-5	-15
COc1ccc(Cl)cc1NC(=O)C[n+]1cccc(C)c1	-1.5	10	-10	-6	20	-14	25	-7
CN(C)c1ccc(NC(=O)CSCc2nc3c(nnn3Cc3ccc(F)cc3)c(=O)[nH]2)cc1	-0.8	14	0	16	15	5	1	18
COc1ccccc1CCNC(=O)c1cc(COc2cccc(C(F)(F)F)c2)on1	-0.1	7	-8	2	17	-17	25	4
CCC(C)NC(=O)/C(=C/c1ccco1)c1ccccc1 (stereo not drawn)	-0.4	-10	-2	5	14	4	-3	-3
COc1cc(C(=O)NNC(=S)NC(=O)c2ccc(Cl)cc2)cc(OC)c1OC	-0.7	16	1	-6	16	15	21	5
COc1ccccc1NC(=O)CN1CCN(CC(=O)Nc2cc(NC(C)=O)ccc2OC)CC1	-1.1	13	-6	-5	2	12	-4	-12
COc1ccc(N(CC(=O)Nc2c(C)n(C)n(-c3ccccc3)c2=O)S(=O)(=O)c2ccc(F)cc2)cc1	1.4	2	-2	-8	9	-14	18	2
CN(C(=O)CCNC(=O)N1CC(=O)Nc2ccccc21)C1CCCCC1	2.9	-1	-1	-16	-8	15	-20	2
COc1ccc(Cl)cc1NC(=S)NCc1ccccn1	-0.3	-1	-2	13	13	-28	20	20
COc1ccc(Cc2nc(-c3ccncc3)no2)cc1	6.1	-22	-2	-24	14	8	8	8
COc1ccc(NC(=O)CCC(=O)OC(C(=O)c2ccccc2)c2ccccc2)cc1 (stereo not drawn)	0.0	-4	2	14	5	8	23	-7
O=C(NCC1CCCO1)c1coc2nc3ccccc3nc12 (stereo not drawn)	5.4	-9	3	7	17	18	22	7
CCN(CC)S(=O)(=O)c1ccc(C(=O)OCC(=O)N2CCN(C(=O)c3ccco3)CC2)cc1	-1.9	7	0	-9	21	1	2	12
O=C(COC(=O)c1ccc(S(=O)(=O)N2CCOCC2)cc1)Nc1ccccc1F	-1.0	9	0	15	16	0	14	4
O=C(c1cncc(Br)c1)N1CCN(c2ccc([N+](=O)[O-])cc2)CC1	-0.6	18	-2	5	5	25	16	-6
N/C(Cn1cncn1)=N\NC(=O)C(=O)Nc1cccc(C(F)(F)F)c1	0.6	-27	-1	9	21	6	-1	-15
CCc1ccc2c(c1)C(c1ccc([N+](=O)[O-])cc1)=NNC(c1ccc(C)cc1)=N2	7.6	-5	14	-12	-10	11	19	-15
O=C(NC1CC1)C1=C[C@@H](C2CC2)C[C@@H](OCCCCO)O1	-1.4	6	-2	14	1	16	-23	-7
Cc1nc(-c2ccncc2)nc(NCCNc2ncccc2C(F)(F)F)c1Cl	1.4	22	4	-15	23	35	9	4
O=C(OCC(=O)N1CCc2ccccc2C1)c1cccs1	1.3	5	-2	7	18	-9	14	5
CCOc1ccc(C(=O)NCC2CCCO2)cc1OCC (stereo not drawn)	2.9	1	-3	-5	-5	14	-3	-5
CCOCc1cc(C2NC(=O)NC(C)=C2C(=O)OCC)ccc1OC (stereo not drawn)	2.2	5	2	13	16	9	8	10

Mdm2 MdmX PPI, entries above that show a hit
| compound | Jurkat NFkB inh | 697 NFkB inh | Mdm2 MdmX PPI | tim10-1 inh |
| --- | --- | --- | --- | --- |
| O=C(Nc1cc([N+](=O)[O-])ccc1Cl)c1ccc2c(c1)OCO2 | -1 | 5 | 74* | 11 |
| O=C(COC(=O)c1ccccc1C(=O)c1ccc(Cl)c([N+](=O)[O-])c1)NC1CCCCCC1 | 20 | 14 | 96* | 28 |
